Mdm2 MdmX PPI: human Mdm2/MdmX binding inhibition; O15151+Q00987; SaOS-2 split-luciferase Mdm2/MdmX complementation, luminescence; inhibition, % at 8 µM; hit rate 3% among 330,000;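 active means inhibition of at least 50% at 8 µM in the primary screen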
Target sequence (O15151 whole entry, looked up): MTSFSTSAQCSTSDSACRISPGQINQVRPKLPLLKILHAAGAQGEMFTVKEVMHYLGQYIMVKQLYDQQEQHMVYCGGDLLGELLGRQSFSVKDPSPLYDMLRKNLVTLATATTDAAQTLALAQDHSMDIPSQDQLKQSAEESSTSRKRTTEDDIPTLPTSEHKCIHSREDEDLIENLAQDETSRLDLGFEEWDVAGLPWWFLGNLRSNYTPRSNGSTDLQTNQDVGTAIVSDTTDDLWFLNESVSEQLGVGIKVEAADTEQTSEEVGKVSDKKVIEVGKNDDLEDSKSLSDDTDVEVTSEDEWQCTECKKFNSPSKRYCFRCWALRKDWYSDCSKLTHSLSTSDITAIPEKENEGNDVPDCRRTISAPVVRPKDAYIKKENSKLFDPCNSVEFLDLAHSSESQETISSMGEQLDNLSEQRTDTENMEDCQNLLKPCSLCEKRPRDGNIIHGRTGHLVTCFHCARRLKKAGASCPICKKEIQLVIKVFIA
Target sequence (Q00987 whole entry, looked up): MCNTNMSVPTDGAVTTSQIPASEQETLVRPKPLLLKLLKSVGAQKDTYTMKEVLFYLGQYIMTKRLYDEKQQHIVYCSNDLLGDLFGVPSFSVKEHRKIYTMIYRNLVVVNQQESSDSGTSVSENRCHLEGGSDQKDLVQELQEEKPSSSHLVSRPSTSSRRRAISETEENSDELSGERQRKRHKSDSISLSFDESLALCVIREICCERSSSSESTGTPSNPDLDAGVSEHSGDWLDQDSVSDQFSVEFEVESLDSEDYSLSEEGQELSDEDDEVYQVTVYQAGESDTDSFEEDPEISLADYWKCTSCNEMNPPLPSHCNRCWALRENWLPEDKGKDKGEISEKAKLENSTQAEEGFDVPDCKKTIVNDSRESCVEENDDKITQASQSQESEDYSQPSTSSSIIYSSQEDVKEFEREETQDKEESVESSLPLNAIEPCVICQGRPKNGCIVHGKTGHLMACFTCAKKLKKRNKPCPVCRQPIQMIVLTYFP
tim23-1 inh: tim23-1 yeast growth inhibition. S. cerevisiae tim23-1 growth, BacTiter-Glo luminescence, 24 h. inhibition, % at 20 µM. hit rate 1.3% among 330,000;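 active means growth inhibition of the mutant yeast at or above 50%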;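 further: temperature-sensitive mutant grown at 25 °C; plate controls were DMSO-treated mutant yeast for no effect and medium wells lacking yeast for full effect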
CHOP UPR activ: activators of apoptotic arm of unfolded protein response (CHOP). activation, % at 10 µM. hit rate 0.34% among 330,000. CHO-CHOP luciferase reporter, UPR activation, luminescence; percent of tunicamycin response over DMSO baseline;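 active means at 10 µM dose, activation of 40% or more, normalized to positive control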;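 further: 100% = tunicamycin at 10 µg/mL and 0% = DMSO alone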
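Evaluation: % reporter activation, DMSO baseline versus tunicamycin full activation; System: CHO-CHOP luciferase reporter cell line; Input: 500 cells/well; Incubation: 6 h compound treatment, 37 °C; Measured by: Steady-Glo luciferase luminescence; Dosing: one dose, 10 µM in 0.5% DMSO; Buffer or medium: F12 medium, 10% FBS; Benchmarks: positive tunicamycin 10 µg/mL, negative DMSO alone.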
Jurkat NFkB inh: inhibitors of the PMA/ionomycin-induced NF-kB reporter in Jurkat cells; hit rate 0.53% among 330,000; inhibition, % at 4 µM; PMA/ionomycin-induced NF-kB luciferase reporter, luminescence; in the data active means inhibition above about 50%
APJ antagonist: blocks the human apelin receptor APJ; P35414; CHO-K1 APJ beta-arrestin complementation, luminescence; inhibition, % at 20 µM; hit rate 0.32% among 330,000;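 active means inhibition above about 40% at 20 µM, limit read from the data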;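 further: cells challenged with 10 nM apelin-13 agonist together with compound; plate controls were apelin-13 plus DMSO wells for no effect and DMSO wells lacking apelin-13 for full effect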
XBP1 UPR activ: adaptive UPR (XBP1) activation; CHO-XBP1 luciferase reporter, IRE1-XBP1 UPR activation, luminescence; percent of tunicamycin response, DMSO as zero; activation, % at 20 µM; hit rate 0.33% among 330,000; AID 463104;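 active means versus positive control, 20 µM dose yields 30% or more activation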;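 further: 100% = tunicamycin at 10 µg/mL and 0% = DMSO only wells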
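Material: CHO cell line with stable XBP1 luciferase reporter; schedule: 16-18 h cell attachment at 37 °C, then 6 h compound exposure; signal: glow luminescence from Steady-Glo reagent; medium: serum-containing F12 medium, 10% FBS; benchmarks: tunicamycin 10 µg/mL and vehicle-only wells; read-out: percent activation relative to tunicamycin reference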
697 NFkB inh: lowers PMA/ionomycin-induced NF-kB signal in 697 B cells; 697 B-cell NF-kB luciferase reporter, 16 h; inhibition, % at 4 µM; hit rate 0.33% among 330,000; AID 435022; in the data active means inhibition above about 35%
APJ ag: activates the human apelin receptor APJ; CHO-K1 APJ PathHunter beta-arrestin, luminescence; 0% DMSO wells, 100% apelin; activation, % at 20 µM; hit rate 0.11% among 330,000; AID 2520;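 active means activation more than six SD over the plate average, tested at 20 µM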;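 further: 0% = DMSO alone and 100% = apelin-13 at 10 nM; some results filed as inactive read as strong as hits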
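Material: CHO-K1 APJ beta-arrestin complementation cell line; Input: cell density 1000 per well; Incubation: compound stimulation 90 min at 25 °C, detection 60 min; Signal: luminescence from split beta-galactosidase complementation, Galacton Star/Emerald II substrate; Controls: DMSO-only wells as negative, 10 nM Apelin-13 as positive control.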
Numbers without * were called inactive; nt = not tested or not shown.

Start of the data: the first two compounds, to show the layout:
SMILES	Mdm2 MdmX PPI	tim23-1 inh	CHOP UPR activ	Jurkat NFkB inh	APJ antagonist	XBP1 UPR activ	697 NFkB inh	APJ ag
COc1ccc(C(=O)Nc2ccccc2C(=O)N2CCCCCC2)cc1	17	29	-2.1	1	16	-1	6	-4
Cc1nc(NC(=O)c2ccccc2)sc1-c1csc(NCc2ccco2)n1	-2	38	-0.3	3	-8	-4	-25	-6

The listing, previewed entries included:
SMILES	Mdm2 MdmX PPI	tim23-1 inh	CHOP UPR activ	Jurkat NFkB inh	APJ antagonist	XBP1 UPR activ	697 NFkB inh	APJ ag
COc1ccc(C(=O)Nc2ccccc2C(=O)N2CCCCCC2)cc1	17	29	-2.1	1	16	-1	6	-4
Cc1nc(NC(=O)c2ccccc2)sc1-c1csc(NCc2ccco2)n1	-2	38	-0.3	3	-8	-4	-25	-6
Cc1c(C(=O)NCc2c(F)cc(F)cc2F)oc2ccc(S(=O)(=O)N3CCOCC3)cc12	4	24	0.5	-5	-26	4	-5	5
Cc1cc(-c2onc(C)c2C(=O)N/N=C/c2ccccc2)no1	24	2	-0.7	8	26	1	-1	-2
O=C(COC(=O)c1ccc([N+](=O)[O-])s1)Nc1ccc(Cl)cn1	4	-146	-2.0	12	-19	1	9	3
O=[N+]([O-])c1cccc(CN2CCN(S(=O)(=O)Cc3ccccc3)CC2)c1	11	11	2.9	-7	12	-2	-8	-5
COC(=O)COc1ccc(S(=O)(=O)Nc2ccc(NC(C)=O)cc2)cc1C	14	-7	-1.9	-13	5	3	-16	-1
COc1ccccc1/C=C1/C(=O)N(c2cc(C)cc(C)c2)C(c2cccc([N+](=O)[O-])c2)S1(=O)=O (stereo not drawn)	-5	31	7.0	-5	2	-2	15	-1
CCC1(C)OC(=O)N(CCCn2ccnc2C)C1(C)O (stereo not drawn)	-7	-3	-1.9	6	-7	2	-5	-4
CSc1ncc(Cl)c(C(=O)Nc2cccc(C)c2)n1	-30	5	-1.7	15	-5	-1	-7	-1
CCCNC(=O)c1ccc(N2CCC3(CC2)CC(c2cccc(Br)c2)=NO3)c(NC(=O)c2ccc(Br)cc2)c1	14	11	2.4	1	0	-1	16	14
Cc1sc2nc(CN3CCCC3)nc(N3CCN(S(=O)(=O)c4ccccc4)CC3)c2c1C	34	-4	-1.6	-2	12	0	1	-2
Cc1ccccc1N(C(=O)Cn1nnc(-c2ccc(F)cc2)n1)C(C(=O)NC(C)(C)C)c1ccncc1 (stereo not drawn)	15	10	-0.2	-6	2	-2	-3	-3
CCc1ccc(C(=O)CSC2=C(C#N)C(c3ccco3)C(C(C)=O)=C(C)N2)cc1 (stereo not drawn)	29	34	2.4	-11	-2	1	-26	-1
CN1CCc2c(sc(/N=C/c3c[nH]c4ccccc34)c2C#N)C1	-12	16	4.3	-14	3	7	-24	38*

Continued, starting with the last 6 of the part before.
SMILES	Mdm2 MdmX PPI	tim23-1 inh	CHOP UPR activ	Jurkat NFkB inh	APJ antagonist	XBP1 UPR activ	697 NFkB inh	APJ ag
CSc1ncc(Cl)c(C(=O)Nc2cccc(C)c2)n1	-30	5	-1.7	15	-5	-1	-7	-1
CCCNC(=O)c1ccc(N2CCC3(CC2)CC(c2cccc(Br)c2)=NO3)c(NC(=O)c2ccc(Br)cc2)c1	14	11	2.4	1	0	-1	16	14
Cc1sc2nc(CN3CCCC3)nc(N3CCN(S(=O)(=O)c4ccccc4)CC3)c2c1C	34	-4	-1.6	-2	12	0	1	-2
Cc1ccccc1N(C(=O)Cn1nnc(-c2ccc(F)cc2)n1)C(C(=O)NC(C)(C)C)c1ccncc1 (stereo not drawn)	15	10	-0.2	-6	2	-2	-3	-3
CCc1ccc(C(=O)CSC2=C(C#N)C(c3ccco3)C(C(C)=O)=C(C)N2)cc1 (stereo not drawn)	29	34	2.4	-11	-2	1	-26	-1
CN1CCc2c(sc(/N=C/c3c[nH]c4ccccc34)c2C#N)C1	-12	16	4.3	-14	3	7	-24	38*
Cc1ccc(S(=O)(=O)N(C)C[C@H]2Oc3ccc(NC(=O)Nc4c(C)noc4C)cc3CC(=O)N([C@@H](C)CO)C[C@@H]2C)cc1	9	-5	-0.8	8	8	-1	13	0
CCOc1ccc(C2=Nn3cnnc3SC2)cc1	2	-3	-0.8	9	-24	0	4	4
CCOc1ccccc1NC(=O)CSc1nnc(-c2cnccn2)n1CC	10	19	-0.4	2	-5	1	6	-4
COc1ccc(Cc2nnc(NC(=O)c3cccc(C)c3)s2)cc1	-18	3	1.1	-1	-6	-2	3	-3
C=CC[C@@H](CC(=O)N(CCO)Cc1ccccc1)C(=O)N[C@H](C)COC(=O)[C@@H](CC=C)Cc1ccc(F)cc1	20	25	0.4	17	4	1	13	2
CCC[C@@H](CN1CCC[C@H]1CN1C(N)=NC[C@H]1C(C)C)N1C[C@@H]([C@H](C)CC)N(CCCC2CCCC2)C1=N	-5	-11	0.0	-8	8	0	-5	0
COc1cccc(CNC(=O)c2ccc(S(=O)(=O)N3CCCC3)cc2)c1	-6	15	-2.2	-6	9	-2	3	-2
Cc1ccc(S(=O)(=O)N2CCN(C(=O)COC(=O)c3ccc(Br)o3)CC2)c(C)c1	-1	27	0.8	11	-17	-4	4	3
CCc1ccc(-c2nc(NC(=S)NC(=O)c3cccs3)sc2C)cc1	48	2	0.0	12	39	3	-28	-7
Cc1nn(-c2ccccc2)c(N)c1C(O)(C(F)(F)F)C(F)(F)F	-27	3	-1.9	1	-5	-3	-18	-4
CC(=O)c1ccc(OCc2cc(C(=O)N3CC4C[C@@H]5CC3C[C@H](C4)C5)no2)cc1	-44	32	7.5	-83	-18	1	-116	2
CCn1c(C)nnc1SCC(=O)Nc1cccc(C(F)(F)F)c1	-24	7	1.9	4	-19	1	-41	0
CCOc1cc(CNc2nn[nH]n2)ccc1OCC(=O)NC(C)(C)C	10	-2	0.1	-2	0	0	14	-2
NS(=O)(=O)c1ccc(CCNC(=O)CNS(=O)(=O)c2cccc(Br)c2)cc1	-16	4	-1.4	0	-5	-2	23	-4
Cc1ccc(NC(=O)CC2OC(=O)c3ccccc32)cc1S(=O)(=O)N1CCCCCC1 (stereo not drawn)	19	15	0.4	1	-39	-3	5	2
COc1ccccc1[C@H]1C(c2ccccc2)=NN(c2ccccc2)[C@@H]1CO	38	50*	2.3	nt	nt	0	1	nt
NCC(=O)Nc1ccc(Br)cc1	-13	1	0.5	-1	-4	0	15	0
Cc1sc(NC(=O)c2ccccc2)c(C(=O)NCCN(C)C)c1C	11	3	-0.1	-4	10	1	-5	-4
CCc1ccccc1NC(=O)CN(C)C(=O)CSc1nnc(Nc2ccc(C)cc2)s1	15	0	1.2	5	0	-1	-25	2
Cn1c(SCC(=O)N2CCOCC2)nc2c(c1=O)SCC2	-24	17	-2.8	-10	5	-8	-31	7
CN(C)S(=O)(=O)c1cccc(C(=O)NCCCn2ccnc2)c1	11	2	0.0	8	1	-1	19	1
Cc1ccc(O)c(Nc2ncnc3ccc([N+](=O)[O-])cc23)c1	42	11	1.1	4	-14	-4	-14	2
NNC(=O)c1cc(NS(=O)(=O)c2cccs2)cc(NS(=O)(=O)c2cccs2)c1	-11	11	0.1	-10	10	-2	-3	-1
Nc1nnc(CCc2ccccc2)s1	-7	3	0.5	-3	10	-2	5	-2
CCCOc1ccc(-c2nn(-c3ccccc3)cc2/C=C2\SC(N)=NC2=O)cc1C	7	31	9.2	13	0	1	-21	3
Nc1nnc(SCC(=O)OCC(=O)NC23CC4CC(CC(C4)C2)C3)s1	4	23	1.7	5	-4	0	15	-1
CCO[C@@H]1OC(C(=O)NCc2ccccc2)=C[C@H](C(C)(C)C)[C@H]1CCCO	-17	19	0.8	13	4	4	-7	6
CCn1cc(C(=O)NCC(OC)OC)c(=O)c2cc(S(=O)(=O)N3CCOCC3)ccc21	-3	4	0.3	-5	12	-9	17	1
O=C1NC(Cc2ccc(O)cc2)c2nc3ccc(Br)cc3c(=O)n2-c2ccc(Cl)cc21 (stereo not drawn)	-6	4	-2.2	-5	7	2	-31	-2
O=S(=O)(c1ccc2c(c1)CCCN2)N1CCCCC1	-9	17	2.3	-2	-18	0	-3	-2
O=C(CNC(=O)N1CC(=O)Nc2ccccc21)NCCc1c[nH]c2ccccc12	12	7	-0.9	13	6	-3	-7	-3
O=C1CN(C(=O)COC(=O)[C@@H]2CCCN2S(=O)(=O)c2ccc(Cl)cc2)c2ccccc2N1	-7	11	0.5	20	2	-4	-14	0
O=C(Nc1ccc(Cl)cc1)c1ccco1	-6	8	7.7	-31	10	-3	-38	-1
COc1ccccc1NC(=O)CSc1n[nH]c(-c2cccnc2)n1	0	0	-0.1	3	4	4	3	1
COC(=O)C1CCN(C(=O)COC(=O)c2oc3ccc(OC)cc3c2C)CC1	5	4	0.1	7	-57	-5	-6	-3
COc1ccc(CCNC(=O)CSc2nc3cc(Cl)ccc3o2)cc1OC	0	18	4.3	2	5	2	-8	-2
Cc1ccc(S(=O)(=O)N2CCOC2CNC(=O)C(=O)NCCc2ccccc2)cc1 (stereo not drawn)	2	19	1.0	8	-6	-4	12	-2
CC1CC(C)CN(C(=O)COC(=O)c2ccc3c(c2)C(=O)N(Cc2ccco2)C3=O)C1 (stereo not drawn)	5	21	0.2	5	-13	-4	-9	-4
CNC(=O)/C(C#N)=C\c1ccc(CNS(=O)(=O)c2ccccc2)o1	-18	14	1.0	-24	-3	-1	-11	0
O=C(NCC1CCCO1)c1cccnc1NCc1ccc(F)cc1 (stereo not drawn)	13	8	0.2	-8	0	-3	3	0
CC(=O)O[C@@H]1C[C@H]2C(C)(C)C(=O)C=C[C@]2(C)[C@H]2CC[C@@]3(C)[C@H](c4ccoc4)OC(=O)[C@H]4O[C@]43[C@@]21C	98*	25	1.5	-27	0	0	-142	-2
CC(=O)N1CCN(S(=O)(=O)c2ccccc2)C1c1ccccc1 (stereo not drawn)	-14	15	-0.9	-12	-25	-2	-9	-1
CCOC(=O)CCCCC(=O)c1[nH]c(=O)[nH]c1Cn1cnc2ccccc21	-10	8	2.2	7	-4	1	-12	-3
CCN(CC)S(=O)(=O)c1ccc(Cl)c(C(=O)Nc2cccnc2)c1	30	-9	-2.3	0	-7	-3	-7	-1
O=C(NC1=NCCS1)c1sc2ccccc2c1Cl	-129	73*	2.7	-89	10	4	-197	-3

Sorted by the number under APJ ag (descending): some entries from above
Molecule,APJ ag
CCN(CC)S(=O)(=O)c1ccc(Cl)c(C(=O)Nc2cccnc2)c1,-1
CC(=O)O[C@@H]1C[C@H]2C(C)(C)C(=O)C=C[C@]2(C)[C@H]2CC[C@@]3(C)[C@H](c4ccoc4)OC(=O)[C@H]4O[C@]43[C@@]21C,-2
CC1CC(C)CN(C(=O)COC(=O)c2ccc3c(c2)C(=O)N(Cc2ccco2)C3=O)C1 (stereo not drawn),-4

Hits appear at their usual frequency; 5% or so of the library scored in one or more.
